JMJD2A Tudor – inhibitors of human JMJD2A Tudor domain. O75164. AlphaScreen JMJD2A-Tudor / H3K4me3 peptide binding. Potency, µM (titrated, usually from 114 µM), for inactives: at the highest dose activity change, negative = inhibition, actives largely listed as inhibitors. 390,000 compounds, 4.4% hits; note: % is set by controls: 0 for no effect and ±100 for the full control effect; nearly all actives have a fitted effect of over 50% in size
Target sequence (O75164 whole entry, looked up, the tested form may be a part): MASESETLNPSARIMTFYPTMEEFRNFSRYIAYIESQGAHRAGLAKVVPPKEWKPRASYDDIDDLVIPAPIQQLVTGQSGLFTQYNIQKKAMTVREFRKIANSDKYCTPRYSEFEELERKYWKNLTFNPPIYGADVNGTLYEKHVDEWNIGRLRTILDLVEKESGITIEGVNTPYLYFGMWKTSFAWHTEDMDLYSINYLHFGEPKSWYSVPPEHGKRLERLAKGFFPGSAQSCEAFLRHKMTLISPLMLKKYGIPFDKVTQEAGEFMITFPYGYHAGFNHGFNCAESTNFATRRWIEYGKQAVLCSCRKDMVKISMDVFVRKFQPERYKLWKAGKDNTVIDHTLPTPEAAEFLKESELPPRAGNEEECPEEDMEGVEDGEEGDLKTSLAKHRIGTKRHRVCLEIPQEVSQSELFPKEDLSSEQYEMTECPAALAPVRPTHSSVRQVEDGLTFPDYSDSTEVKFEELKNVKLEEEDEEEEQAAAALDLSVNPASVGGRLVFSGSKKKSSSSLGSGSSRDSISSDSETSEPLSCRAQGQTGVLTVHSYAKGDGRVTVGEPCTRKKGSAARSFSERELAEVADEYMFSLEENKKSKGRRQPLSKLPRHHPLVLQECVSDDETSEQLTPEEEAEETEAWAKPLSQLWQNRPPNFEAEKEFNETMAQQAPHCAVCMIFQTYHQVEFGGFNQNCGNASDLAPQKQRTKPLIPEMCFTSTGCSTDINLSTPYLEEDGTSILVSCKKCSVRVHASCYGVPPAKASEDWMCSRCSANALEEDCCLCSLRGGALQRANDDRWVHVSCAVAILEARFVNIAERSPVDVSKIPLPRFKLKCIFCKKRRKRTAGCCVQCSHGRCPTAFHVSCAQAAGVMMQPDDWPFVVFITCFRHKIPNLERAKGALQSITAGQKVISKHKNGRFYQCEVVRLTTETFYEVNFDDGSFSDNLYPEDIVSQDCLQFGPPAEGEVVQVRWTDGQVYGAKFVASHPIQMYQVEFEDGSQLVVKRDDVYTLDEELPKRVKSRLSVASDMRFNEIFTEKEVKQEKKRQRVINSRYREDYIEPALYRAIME
Pol eta inh – blocks human DNA polymerase eta activity. Potency, µM (series often up to 114 µM), without a hit: at the top dose activity change, negative = inhibition, hits mostly inhibitors. recombinant Pol eta, fluorescent DNA replication assay. 390,000 compounds, 1.2% hits. Q9Y253; note: % is set by controls: 0 for no effect and ±100 for the full control effect
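Fluorescent replication assay: 50 nM final substrate added after a 15 min room-temperature compound preincubation with 10 nM enzyme. Signal taken at 0 min and again at 10 min.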
Pol iota inh – blocks human DNA polymerase iota activity; Q9UNA4; Pol iota fluorescent replication assay, 10 min; Potency, µM (doses to about 115 µM), inactives show top-dose activity, negative = inhibition, hits mostly inhibitors; 390,000 compounds, 1% hits; AID 588590
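Pol iota at 10 nM preincubated 15 min with compounds at room temperature; reaction started with fluorescent substrate, 50 nM final. Fluorescence read kinetically at 0 and 10 min; buffer-only wells as negative control.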
G9a block – blocks human histone lysine methyltransferase G9a | 350,000 compounds, 8.8% hits | G9a H3K9 monomethylation, AlphaScreen, 2 h | AID 504332 | Q96KQ7 | Potency, µM (top dose mostly 102 µM), inactives show top-dose activity, negative = inhibition, most hits filed as inhibitors; note: % is set by controls: 0 for no effect and ±100 for the full control effect; nearly all actives have a fitted effect of over 75% in size
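Chemiluminescent proximity detection of H3K9 monomethylation, read after 10 min bead incubation in the dark. Reaction: 20 nM G9a, 500 nM biotin-H3K9 peptide, 20 uM SAM cofactor, 2 h, room temperature, following 15 min enzyme-compound preincubation.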
Pol beta inh – inhibitors of human DNA polymerase beta. P06746. 340,000 compounds, 1.3% hits. Potency, µM (highest dose often 114 µM), without a hit: at the top dose activity change, negative = inhibition, most hits filed as inhibitors. Pol beta primer extension/strand displacement, fluorescence kinetic; note: % is set by controls: 0 for no effect and ±100 for the full control effect
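Homogeneous kinetic assay of primer extension and strand displacement by 10 nM Pol beta, preincubated 15 min at room temperature with compound before 50 nM substrate (final) was added. Read at 0 and 10 min; four-parameter Hill fit.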
APE1 inh – APE1 (human) endonuclease inhibition; P27695; recombinant APE1, TAMRA/BHQ-2 abasic DNA cleavage fluorescence; Potency, µM (highest dose often 65.8 µM), for the others: at the top dose activity change, negative = inhibition, hits mostly inhibitors; 350,000 compounds, 0.35% hits;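 note: plate controls were vehicle for no effect and reference inhibitor for full effect; nearly all actives have a fitted effect of over 55% in size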
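Quantitative HTS: incision of a TAMRA/BHQ-2 double-stranded substrate bearing a tetrahydrofuran abasic site by 0.75 nM APE1 raises fluorescence. Substrate 50 nM final, added after 15 min compound preincubation at room temperature; progress as third-minus-first kinetic read difference.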
BAZ2B inh – inhibitors of human BAZ2B bromodomain; 360,000 compounds, 4.4% hits; Q9UIF8; AID 504333; Potency, µM (series often up to 114 µM), inactives show at the top dose activity change, negative = inhibition, most hits filed as inhibitors; AlphaScreen BAZ2B-H3K14Ac peptide displacement; note: % is set by controls: 0 for no effect and ±100 for the full control effect; nearly all actives have a fitted effect of over 60% in size
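AlphaScreen displacement: compounds (up to 110uM) incubated 30 min at room temperature with a preformed 50 nM BAZ2B/50 nM biotinylated H3K14Ac peptide complex in PBS pH 7.4 with Tween-20. Donor and acceptor beads at 10 ug/mL final added, 20 min light-protected before reading.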
POLK inh – inhibitors of human DNA polymerase kappa | Q9UBT6 | purified Pol kappa, fluorescent DNA synthesis assay, 10 min | 400,000 compounds, 0.53% hits | Potency, µM (doses to about 107 µM), inactives show at the top dose activity, negative = inhibition, usual class: inhibitors; note: % is set by controls: 0 for no effect and ±100 for the full control effect
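Enzyme at 10 nM met test compounds for 15 min at room temperature. Substrate addition (50 nM final) began the reaction, which was monitored by fluorescence at 0 and 10 min.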
BLM helicase inh – inhibitors of human Bloom syndrome helicase BLM | P54132 | recombinant BLM DNA unwinding, fluorescence dequenching | Potency, µM (series often up to 56.1 µM), for the others: at the top dose activity change, negative = inhibition, usual class: inhibitors | 350,000 compounds, 0.2% hits;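 note: plate controls were vehicle for no effect and no enzyme for full effect; nearly all actives have a fitted effect of over 35% in size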
* marks the source's active call; other numbers are inactive results; ? = inconclusive; . = no result given; & = joins results of further samples; [ ] = dose if it differs, or a comment. Calls come from the whole dose curve; as a rule, active = well fitted curve in the direction sought with a large enough effect; inconclusive = small, poorly fitted or top-dose-only effect, or another doubt; inactive = no such curve, though single readings can be large; an effect the other way counts as inactive or inconclusive. Potency is the fitted concentration of half-maximal effect. An excerpt (hit frequency here may not be typical).

JMJD2A Tudor,Pol eta inh,Pol iota inh,G9a block,Pol beta inh,APE1 inh,BAZ2B inh,POLK inh,BLM helicase inh,Molecule
-15%,-6%,-6%,6%,46%,12%,-3%,2%,1%,O=C(NNc1cc(Cl)ccc1Cl)c1cccnc1Cl
-23%,-10%,43%[activator],-3%,2%,1%,-34%,-5%,-5%,Cc1cccc(C)c1NC(=S)N=Nc1c(O)n(C)c2ccc(S(=O)(=O)N3CCOCC3)cc12
-34%,-7%,34%[activator],?,24%,67%[activator],?,-2%,-3%,Cc1ccc(NC(=O)c2nc(S(=O)(=O)Cc3ccccc3)ncc2Cl)cc1
30%,-28%,14%,141%[activator][59 µM],-28%,-4%,41%[activator],-18%,-16%,CCc1ccc(C2=NN(c3ccc(S(N)(=O)=O)cc3)C(c3ccc(F)cc3)C2)cc1 (configuration not stated)
-25%,-15%,4%,5%[12.7 µM],-22%,?,-24%,-4%,-8%,Cc1ccc(C(=O)NCc2ccc3c(c2)OCO3)cc1S(=O)(=O)N1CCCCC1
-14%,-6%,?,-28%,-5%,-7%,-7%,10%,-5%,Cc1cccc(C(=O)NCc2nnc(SCc3ccc(F)cc3)n2C)c1
5%,-18%,28%,-3%[12.7 µM],-1%,-4%,-23%,1%,0%,COCCOC(=O)c1c(NC(=O)CN2CCOCC2)sc(C(N)=O)c1C
-21%[57.1 µM],-19%,139%[activator],7.9µM*,11%,27%,-20%,0%,-2%,COc1cc(/C=C2\SC(=S)N(CCC(=O)Nc3ccccn3)C2=O)cc(OC)c1OC
-7%,6%,11%,1%,21%,0%,-1%,0%,-1%,O=C(CC(C(=O)O)C1CCCO1)Nc1cccc(C(F)(F)F)c1 (configuration not stated)
-2%,-11%,-1%,-1%[59 µM],4%,1%,7%,-12%,-2%,COc1ccc(S(=O)(=O)NC2CCCCC2)cc1C
-26%,-24%,30%,-24%,-1%,3%,-26%,-4%,-2%,CCc1nc(SCC(=O)Nc2ccc(OC)cc2[N+](=O)[O-])n[nH]1
-32%,-14%,21%,-13%[59 µM],-9%,.,-31%,-12%,-1%,COc1ccc(-c2cn3c(n2)sc2cc(C(=O)NCc4ccccc4OC)ccc23)cc1
-11%,-23%,145%[activator],35µM*,4%,-1%,4%,-1%,-1%,COc1ccc(-c2ccc(SCC(=O)c3ccc(F)cc3)nn2)cc1OC
-4%,-10%,-2%,?,16%,2%,7%,10%,-9%,CSc1ncccc1C(=O)NC(C)CCc1ccccc1 (configuration not stated)
-10%[57.1 µM],-5%,7%,?,4%,-7%,12%,-8%,2%,CCC(=O)N(Cc1cc2ccc(C)cc2n2nnnc12)C1CCCCC1
-26%,-12%,11%,.,.,1%,.,3%,.,CCC(CO)Oc1cc(NCc2cccc(O)c2)c2ncn(C(C)C)c2c1 (configuration not stated)
-9%,-9%,7%,27%[2.33 µM],20%,15%,5%,-9%,0%,O=C(Cn1cc([N+](=O)[O-])cn1)N1CCc2ccccc21
-16%,3.2µM*,2.2µM*,14%[59 µM],3.5µM*,?,3%,?,-18%,Oc1ccc(/C=N/Nc2ncnc3c2ncn3Cc2ccccc2)cc1O
-16%,-8%,16%,.,29%,-5%,-6%,6%,-2%,Cc1nnsc1-c1nnc(SCC(=O)c2ccc(C#N)cc2)n1C1CC1
1%,0%,12%,?,12%,-1%,.,-29%,4%,CCCCCC(=O)Nc1ccc(S(=O)(=O)Nc2nccc(C)n2)cc1
-36%,0%,-1%,?,29%,3%,?,-13%,-2%,CCn1cnc2cc(NCc3cccc(OC)c3O)ccc21
-7%,-2%,2%,4%,3%,3%,-21%,8%,-9%,COC(=O)c1ccc(Oc2ccc3nnc(C)n3n2)cc1
-8%&0%,-2%&-6%,17%&-20%,11%,-1%,-12%,10%&-8%,-9%,0%,O=C1CCc2cc(S(=O)(=O)NCc3ccccc3Cl)cc3c2N1CC3
59%[activator],-8%,-23%,35%[activator][59 µM],-3%,.,2%,1%[60.1 µM],-2%,CCN(CC)c1ccc2cc(-c3nc(-c4ccc(Cl)cc4Cl)cs3)c(=O)oc2c1
-34%,-9%,17%,-29%,3%,9%,-13%,-4%,-5%,CCN(Cc1ccccc1)C(=O)C(C)OC(=O)c1cc(S(=O)(=O)Nc2c(C)n(C)n(-c3ccccc3)c2=O)ccc1C (configuration not stated)
4%,-20%,84%[activator],.,-7%,-3%,0%,2%,-5%,CCOC(=O)/C(C#N)=C/c1cccn1-c1ccc(Cl)cc1
-16%[57.1 µM],?,7%,.,.,.,.,5%,.,CCOC(=O)c1c2c(n(C)c1C)C(=O)C(=O)c1ccc(Br)cc1-2
-7%,4%,19%,?,0%,-3%,3%,-7%,-1%,Cc1nc(-c2nc(-c3c(C(=O)NN)noc3C)cs2)cs1
90%[activator],-15%,14%,120%[activator][59 µM],?,6%,119%[activator],-1%,1%,CCCC1Cc2nc(N3CCCCC3)c(C#N)cc2CO1 (configuration not stated)
-10%,-9%,1%,6%,-20%,?,-5%,-7%,-2%,CCC(=O)Nc1c2c(nn1-c1cccc(Cl)c1)CSC2

Shown as a hit in Pol iota inh, among the entries above:
JMJD2A Tudor,Pol eta inh,Pol iota inh,G9a block,Pol beta inh,APE1 inh,BAZ2B inh,POLK inh,BLM helicase inh,Molecule
-16%,3.2µM*,2.2µM*,14%[59 µM],3.5µM*,?,3%,?,-18%,Oc1ccc(/C=N/Nc2ncnc3c2ncn3Cc2ccccc2)cc1O

By substructure, the entries above with a nitro group on carbon (2)
JMJD2A Tudor,Pol eta inh,Pol iota inh,G9a block,Pol beta inh,APE1 inh,BAZ2B inh,POLK inh,BLM helicase inh,Molecule
-26%,-24%,30%,-24%,-1%,3%,-26%,-4%,-2%,CCc1nc(SCC(=O)Nc2ccc(OC)cc2[N+](=O)[O-])n[nH]1
-9%,-9%,7%,27%[2.33 µM],20%,15%,5%,-9%,0%,O=C(Cn1cc([N+](=O)[O-])cn1)N1CCc2ccccc21

The results go on:
JMJD2A Tudor,Pol eta inh,Pol iota inh,G9a block,Pol beta inh,APE1 inh,BAZ2B inh,POLK inh,BLM helicase inh,Molecule
-14%,-9%,-1%,2%[59 µM],-15%,-4%,-23%,2%,-9%,COCCCn1cc(C(=O)c2cc(Br)ccc2O)cc(C#N)c1=O
-4%,0%,?,-8%[59 µM],8%,.,-30%,-9%[60.1 µM],0%,CS(=O)(=O)c1ccc2nc(NC(=O)CS(=O)(=O)c3ccc(Cl)cc3)sc2c1
-12%,0%,12%,-1%[59 µM],6%,.,4%,-18%,-3%,COc1cccc(CNC(=O)CCc2c(C)nc3c(c(C)nn3-c3ccc(C)c(C)c3)c2C)c1
-12%,-6%,52%[activator],-3%,33%,-19%,1%,-4%,-1%,Cn1c(/C=C/c2ccccc2)nc2ccccc2c1=O
-34%,-10%,23%,?,-6%,.,?,-2%,1%,Cc1ccc(Cl)cc1NC(=O)c1csnn1
-11%,-13%,-5%,-3%,25%,2%,2%,-19%,-1%,Cc1nc(SCc2cccc(Oc3ccccc3)c2)n[nH]1
1%,-11%,13%,-4%[59 µM],14%,.,1%,2%,-7%,O=C(CSc1nc2c(oc3ccccc32)c(=O)n1-c1ccccc1)Nc1ccc(F)c(Cl)c1
-22%,5%,15%,-48%,-3%,-1%,63%[activator],-4%,-7%,Cc1cccc(NCc2nc3ccccc3n2C)c1
-19%,-21%,8%,1%,1%,1%,-6%,?,0%,COC(=O)c1c(C)[nH]c(C)c1C(C)=O
11%[57.1 µM],?,-13%,24%,?,-1%,2%,-2%,-6%,Cc1ccc(CNC(=O)Cc2ccc(-n3cccc3)cc2)cc1
-1%,-2%,37%[activator],5%[59 µM],4%,.,3%,6%,1%,COc1ccc(NC(=O)c2cc(-c3ccccc3F)no2)cc1
-7%,-10%,-3%,11%[0.501 µM],.,-11%,13%,-7%,.,COc1cc2cc(CCCOC(=O)c3cccc(Br)c3)oc(=O)c2cc1OC
-10%,2%,96%[activator],-2%,3%,1%,-15%,-18%,-4%,CCOC(=O)C1CCN(C(=O)c2cccc(S(=O)(=O)Nc3ccc(C)cc3C)c2)CC1
.,.,.,-2%[12.7 µM],.,3%,.,-2%[60.1 µM],8%,Cc1noc(C)c1C(=O)N1CCC2(CCN(Cc3ccncc3)CC2)CC1
50µM*,?,-2%,-18%[59 µM],?,3%,28µM*,-3%,-6%,COc1ccc2[nH]c3c(NCCC4=CCCCC4)ncnc3c2c1
-26%,-14%,5%,-10%,28%,-5%,-13%,0%,-10%,S=C(NCCNC(=S)Nc1ccccc1Cl)Nc1ccccc1Cl
-11%,-13%,-2%,.,.,.,.,23%,.,NNC(=O)c1ccccc1CO

For reference, part of the list above:
JMJD2A Tudor,Pol eta inh,Pol iota inh,G9a block,Pol beta inh,APE1 inh,BAZ2B inh,POLK inh,BLM helicase inh,Molecule
-14%,-9%,-1%,2%[59 µM],-15%,-4%,-23%,2%,-9%,COCCCn1cc(C(=O)c2cc(Br)ccc2O)cc(C#N)c1=O
-4%,0%,?,-8%[59 µM],8%,.,-30%,-9%[60.1 µM],0%,CS(=O)(=O)c1ccc2nc(NC(=O)CS(=O)(=O)c3ccc(Cl)cc3)sc2c1

Screening data deposited in PubChem by National Center for Advancing Translational Sciences (NCATS).
